p53null 39C tox: qHTS Screen for Compounds that Selectively Target Cancer Cells with p53 Mutations: Cytotoxicity of p53 Null Cells at the Nonpermissive Temperature. hit rate 0.97% among 55,000. H1299 p53-null (neo) cells, 39C, ATPlite viability, 24 h. Potency, µM (series often up to 46.1 µM), inactives show top-dose activity, negative = cell killing, hits mostly cytotoxic;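 further: 0% = DMSO only and -100% = full killing by 100 µM tamoxifen; nearly all actives have a fitted effect of over 50% in size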
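H1299 lung cancer cells, p53-null (H1299-neo) or expressing p53 A138V (H1299-p53A138V), were plated overnight at 37C, then exposed to compounds at up to 46 uM for 24 hr at 39C. Viability was read by ATP-based luminescence.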
p53null 32C kill: qHTS Screen for Compounds that Selectively Target Cancer Cells with p53 Mutations: Cytotoxicity of p53 Null Cells at the Permissive Temperature; H1299-neo p53 null cells, ATP luminescence, 24 h, 32C; Potency, µM (titrated, usually from 46.1 µM), for the others: at the highest dose activity change, negative = cytotoxicity, usual class: cytotoxic; hit rate 0.62% among 55,000; AID 903, 2007;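 further: 0% = DMSO only and -100% = full killing by 100 µM tamoxifen; nearly all actives have a fitted effect of over 55% in size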
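H1299-neo (p53 null) cells, 600/well, treated 24 h at 32C with compound up to 46 uM; ATPlite luminescence viability, normalized to DMSO and 100 uM tamoxifen; AC50 by Hill fit.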
FH mod: Identification of activators of human fumarate hydratase by quantitative high-throughput screening | Fumarate hydratase, mitochondrial (Homo sapiens), P07954 | FH coupled MDH/diaphorase resazurin fluorescence, 15 min | Potency, µM (doses to about 79.9 µM), for inactives: at the top dose activity change, negative = inhibition, usual class: inhibitors | hit rate 0.22% among 54,000 | AID 1347055, 2019; further: the screen sought activators but most active calls are inhibition curves; nearly all actives have a fitted effect of over 45% in size
Numbers without * were called inactive; u = inconclusive; x = not tested or not shown; [ ] = dose if it differs, or a comment. The call rests on the fitted dose curve; in most records, active means well fitted curve in the direction sought with a large enough effect; inconclusive means small, poorly fitted or top-dose-only effect, or another doubt; inactive means no such curve, though single readings can be large; an effect the other way counts as inactive or inconclusive. Unless noted, on the % scale 0 is the no-effect control and ±100 the full control effect; potency means the concentration at half of the fitted maximal effect.

SMILES | p53null 39C tox | p53null 32C kill | FH mod
COc1ccc(-n2ncc3c(=O)n(CC(=O)N4c5ccccc5CC4C)cnc32)cc1 (stereo unspecified) | 6% | 12% | x
CCCc1cc(=O)n2[nH]c(-c3ccc(Br)cc3)cc2n1 | -9% | -8% | x
CCOCCCNC(=O)C1CCC(CNS(=O)(=O)c2cccc3nsnc23)CC1 (stereo unspecified) | 3% | -1% | x
Cc1csc(NC(=O)CSc2nc(C(C)C)nc3c2c(=O)n(C)c(=O)n3C)n1 | 6% | 5% | x
CC/C(O)=C(/C#N)c1nnc2n1CCCCC2 | -16% | -3% | x
COCCn1c(SCC(=O)Nc2ccc3c(c2)OCCO3)nc2c(c1=O)SC(C)C2 (stereo unspecified) | -9% | 0% | x
Clc1ccc2nc(N3CCN(c4ccccc4)CC3)sc2c1 | 23% | 3% | x
COc1ccc2nc(C(C)O)[nH]c2c1 (stereo unspecified) | 10% | -3% | x
CCN(CC)CCCNc1nc(-c2ccccc2)nc2ccccc12 | 17% | -8% | x
COC(=O)C1C(O)=CC(=O)CC1C (stereo unspecified) | 7% | -2% | x
CN(C)CCCOc1nc2c(c(=O)n(C)c(=O)n2C)n1C | -12% | -8% | x
Cc1c(C(=O)NCCCN2CCOCC2)sc2nc(-c3ccccc3)cn12 | -4% | -3% | x
CN1CC=C2C(C#N)=C(N)C(C#N)(C#N)[C@H](c3cccs3)[C@H]2C1 | 0% | -2% | x
Cc1ccccc1NC(=O)NC1(C(=O)NCCCN2CCOCC2)CCCCC1 | -8% | -14% | x
Cn1c(=O)c(-c2ccccc2)nc2ccccc21 | 0% | -7% | x
CCOC(=O)c1cc2c(=O)n3ccccc3nc2n(CCCOC)c1=NC(=O)c1cccnc1 | 14% | 3% | x
CCc1nnc(NC(=O)CSc2nnnn2C)s1 | 11% | -13% | x
CCCCNC(=O)C1CCCN1C(=O)Nc1ccccc1 (stereo unspecified) | -10% | -9% | x
CCN(CC)S(=O)(=O)c1ccc(S(=O)(=O)N(CC(=O)Nc2ccccc2)Cc2ccco2)cc1 | -1% | -3% | x
COC(=O)CSc1nc2c(c(=O)[nH]c(=O)n2C)n1CCC(C)C | 1% | -13% | x
O=C1NC(=O)C2(CCC(C(=O)O)C2)N1 (stereo unspecified) | 16% | 8% | x
O=C(NC1CC1)c1ccc(S(=O)(=O)NCC2CCCCC2)cc1 | -4% | -4% | x
Cc1ccc(NC(=O)CSc2nnc(CCCCCNC(=O)OC(C)(C)C)o2)c(C)c1 | -22% | -10% | x
Cc1ccc(N2CC(C(=O)NC3=NCCS3)CC2=O)cc1C (stereo unspecified) | -1% | 5% | x
CC(=O)CSc1nsc(SCC(C)=O)c1C#N | -12% | -4% | x
CCN(C(=O)c1cc2cccc(OC)c2oc1=O)C1CCCCC1 | 2% | 6% | x
Cc1cccc(-n2c(=O)[nH]c3c(C(N)=O)nc(C(C)C)nc32)c1 | 15% | 8% | x
O=C(NCCCCCCNC(=O)C1CCCC1)C1CCCC1 | -1% | 0% | x
COc1ccc(CCN(C)CCc2ccc(OC)c(OC)c2)cc1OC | x | x | -22%[53.3 µM]
CC(C)NCC(O)COc1cccc2ccccc12 (stereo unspecified) | x | x | -9%[53.3 µM]
CN1C2CCC1CC(OC(=O)c1c[nH]c3ccccc13)C2 (stereo unspecified) | x | x | -7%[53.3 µM]
Cn1ccnc1 | x | x | -2%[53.3 µM]
C[C@]12C=CC(=O)C=C1CC[C@@H]1C2=CC[C@]2(C)[C@@H](C(=O)CN3CCN(c4cc(N5CCCC5)nc(N5CCCC5)n4)CC3)CC[C@@H]12 | x | x | -19%[53.3 µM]
COc1cc(C(O)CO)ccc1OS(=O)(=O)O (stereo unspecified) | x | x | 3%[53.3 µM]
COc1cccc(C(=O)NCCN2CCN(c3ccc(Cl)cc3)CC2)c1 | x | x | -13%[53.3 µM]
CCCn1c(=O)c2[nH]c(-c3ccc(S(=O)(=O)O)cc3)nc2n(CCC)c1=O | x | x | -13%[53.3 µM]
Cn1cc(C(F)(F)F)nc1-c1ccc(OCC(O)CNCCOc2ccc(O)c(C(N)=O)c2)cc1 (stereo unspecified) | x | x | -16%[53.3 µM]
NCCCCC(=O)O | x | x | 2%[53.3 µM]
O=C(O)c1cc(=O)c2ccccc2[nH]1 | x | x | -2%[53.3 µM]
O=[N+]([O-])c1ccc2c(c1)S(=O)(=O)C=C2 | x | x | -24%[53.3 µM]
NC(=S)c1ccc[n+]([C@@H]2O[C@@H](COP(=O)([O-])OP(=O)(O)OC[C@H]3O[C@@H](n4cnc5c(N)ncnc54)[C@H](OP(=O)(O)O)C3O)C(O)C2O)c1 (stereo partly specified) | x | x | -8%[53.3 µM]
N[C@@H](Cc1cnc[nH]1)C(=O)O | x | x | 11%[53.3 µM]
COC(=O)C(C)(N)Cc1ccc(O)cc1 (stereo unspecified) | x | x | 3%[53.3 µM]
CCCCCCCCCCCCCCCCCCOC[C@H](COP(=O)([O-])OCC[N+](C)(C)C)OC | x | x | -32%[53.3 µM]
C=C1C[C@@]23CC[C@H]4[C@@](C)(CCC[C@@]4(C)C(=O)OC4OC(CO)C(O)C(O)C4O)[C@@H]2CC[C@]1(OC1OC(CO)C(O)C(O)C1OC1OC(CO)C(O)C(O)C1O)C3 (stereo partly specified) | x | x | 2%[53.3 µM]
Cc1ccc(O)c(N=Nc2ccccc2)n1 | x | x | 3%[53.3 µM]
Cn1c(=O)c(-c2c(Cl)cccc2Cl)cc2cnc(Nc3ccc(N4CCOCC4)cc3)nc21 | x | x | u
CCCn1c(=O)c(C)cn2nc(N)nc12 | x | x | -13%[53.3 µM]
C=CCN1CCc2c(cc(O)c(O)c2Cl)C(c2ccccc2)C1 (stereo unspecified) | x | x | u
N[C@H](C(=O)O)c1cc(O)cc(O)c1 | x | x | -25%[53.3 µM]
CNc1ncnc2c1ncn2[C@H]1C[C@H](OP(=O)(O)O)[C@@H](COP(=O)(O)O)O1 | x | x | -22%[53.3 µM]
COC(=O)[C@H](NC(=O)c1cc(-c2ccccc2)nc2ccccc12)c1ccccc1 | x | x | u
CN1CCc2cc(Cl)c(O)cc2[C@@H](c2ccccc2)C1 | x | x | -14%[53.3 µM]
CCN(c1nc(N)c(C(=O)N=C(N)N)nc1Cl)C(C)C | x | x | -5%[53.3 µM]
OC[C@H]1O[C@@H](n2cnc3c(NC4CCCC4)ncnc32)[C@H](O)C1O (stereo partly specified) | x | x | -2%[53.3 µM]
Cc1nc(N=Nc2cc(S(=O)(=O)O)c3cc([N+](=O)[O-])cc(S(=O)(=O)O)c3c2)c(COP(=O)(O)O)c(C=O)c1O | x | x | u
O=C(O)[C@H]1NCCC[C@H]1C(=O)O | x | x | -1%[53.3 µM]
CC12C(=O)OC(=O)C1(C)C1CCC2O1 (stereo unspecified) | x | x | -10%[53.3 µM]
COc1ccc2c(c1)CCC1C2CC[C@@]2(C)C1CC[C@@H]2NCCCCCCN1C(=O)CCC1=O (stereo partly specified) | x | x | -24%[53.3 µM]
C#CCn1c(=O)c2c(ncn2C)n(C)c1=O | x | x | -17%[53.3 µM]
Continued:
SMILES | p53null 39C tox | p53null 32C kill | FH mod
Oc1ccc(Cn2cc[nH]c2=S)cc1 | x | x | -16%[53.3 µM]
O=C(O)Cc1ccc(O)c(O)c1 | x | x | u
Oc1ccc(C2CNCc3sccc32)cc1O (stereo unspecified) | x | x | 8.9µM*
CC(C)(C)c1ccc(/C=C/C(=O)Nc2ccc3c(c2)OCCO3)cc1 | x | x | u
COc1ccc(NC(=O)c2ccc(-c3ccc(-c4noc(C)n4)cc3C)cc2)cc1N1CCN(C)CC1 | x | x | u
O=[N+]([O-])c1cccc2cn[nH]c12 | x | x | -9%[53.3 µM]
CCCCCCCCCCC(C)(C)C(=O)Nc1c(OC)cc(OC)cc1OC | x | x | u
CCCCCCCCCCC/C=C\C(C)(C)/C=C\CCCC(=O)O | x | x | u
CC(C)(CO)Cc1cc(C(C)(C)C)c(O)c(C(C)(C)C)c1 | x | x | u
O=c1[nH]c2ccccc2c2ccccc12 | x | x | -15%[53.3 µM]
C[C@H](Cc1ccccc1)Nc1ncnc2c1ncn2[C@@H]1O[C@H](CO)C(O)[C@H]1O (stereo partly specified) | x | x | -8%[53.3 µM]
CCCCCCCCCCCCCCCC(=O)OC(CC(=O)O)C[N+](C)(C)C (stereo unspecified) | x | x | u

Single records, from the list above. Order of values: p53null 39C tox	p53null 32C kill	FH mod
CC(C)(CO)Cc1cc(C(C)(C)C)c(O)c(C(C)(C)C)c1 is listed with x	x	u
CCCCCCCCCCC/C=C\C(C)(C)/C=C\CCCC(=O)O is listed with x	x	u

(continued)
SMILES | p53null 39C tox | p53null 32C kill | FH mod
C=CC[C@H](N)C(=O)O | x | x | -8%[53.3 µM]
O=C1NC(=O)c2c1c(-c1ccccc1)cc1[nH]c3ccc(O)cc3c21 | x | x | -27%[53.3 µM]
Nc1ccc(N2C(=O)c3ccccc3C2=O)c(Cl)c1 | x | x | -1%[53.3 µM]
NC(N)=N[C@@H](CCC(=O)O)C(=O)O | x | x | -12%[53.3 µM]
NC(N)=[N+]1CCc2ccccc2C1 | x | x | -20%[53.3 µM]
Fc1cccc(/C=N/N=C/c2cccc(F)c2)c1 | x | x | -19%[53.3 µM]
CC(N)(Cc1ccc(O)cc1)C(=O)O (stereo unspecified) | x | x | -2%[53.3 µM]
CC1(C)CCC(NC(=O)[C@@H](N)CCC(=O)O)CC1 | x | x | 0%[53.3 µM]
CC(O)C(O)[C@H]1CNc2nc(N)[nH]c(=O)c2N1 (stereo partly specified) | x | x | -26%[53.3 µM]
CC(C)(C=O)Cc1cc(C(C)(C)C)c(O)c(C(C)(C)C)c1 | x | x | -22%[53.3 µM]
O=[N+]([O-])c1ccc(CSc2ncnc3c2ncn3[C@@H]2O[C@H](CO)C(O)[C@H]2O)cc1 (stereo partly specified) | x | x | -10%[53.3 µM]
CC(N)=O | x | x | -17%[53.3 µM]

15 entries from above, sorted by number of heavy atoms, rising:
SMILES | p53null 39C tox | p53null 32C kill | FH mod
CC(N)=O | x | x | -17%[53.3 µM]
C=CC[C@H](N)C(=O)O | x | x | -8%[53.3 µM]
O=[N+]([O-])c1cccc2cn[nH]c12 | x | x | -9%[53.3 µM]
NC(N)=[N+]1CCc2ccccc2C1 | x | x | -20%[53.3 µM]
CC(N)(Cc1ccc(O)cc1)C(=O)O (stereo unspecified) | x | x | -2%[53.3 µM]
O=c1[nH]c2ccccc2c2ccccc12 | x | x | -15%[53.3 µM]
CC(O)C(O)[C@H]1CNc2nc(N)[nH]c(=O)c2N1 (stereo partly specified) | x | x | -26%[53.3 µM]
Fc1cccc(/C=N/N=C/c2cccc(F)c2)c1 | x | x | -19%[53.3 µM]
Nc1ccc(N2C(=O)c3ccccc3C2=O)c(Cl)c1 | x | x | -1%[53.3 µM]
CC(C)(C=O)Cc1cc(C(C)(C)C)c(O)c(C(C)(C)C)c1 | x | x | -22%[53.3 µM]
CCCCCCCCCCC/C=C\C(C)(C)/C=C\CCCC(=O)O | x | x | u
O=C1NC(=O)c2c1c(-c1ccccc1)cc1[nH]c3ccc(O)cc3c21 | x | x | -27%[53.3 µM]
CCCCCCCCCCCCCCCC(=O)OC(CC(=O)O)C[N+](C)(C)C (stereo unspecified) | x | x | u
O=[N+]([O-])c1ccc(CSc2ncnc3c2ncn3[C@@H]2O[C@H](CO)C(O)[C@H]2O)cc1 (stereo partly specified) | x | x | -10%[53.3 µM]
COc1ccc(NC(=O)c2ccc(-c3ccc(-c4noc(C)n4)cc3C)cc2)cc1N1CCN(C)CC1 | x | x | u

This is a subset; rates above refer to the full screens.
